HKDC1 inh: HKDC1 hexokinase inhibitors, primary screen, biochemical, fluorescence, uHTS; Q2TB90; recombinant HKDC1, G6PDH/diaphorase resazurin coupled fluorescence; inhibition, % at 20 µM; 340,000 tested, 0.16% active; AID 493160, 2011;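 active means inhibition above about 35% when tested at 20 µM, limit read from the data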;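 further: plate controls were DMSO wells with enzyme for no effect and DMSO wells lacking enzyme for full effect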
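test system = in-house recombinant HK5 (HKDC1) enzyme | amount = HKDC1 at 5 µg/mL | control set = DMSO-enzyme wells negative, buffer-substituted wells positive | compound = one dose of 20 µM, 1% DMSO | schedule = reaction time 90 min, room temperature, protected from light | technique = resorufin fluorescence at 613 nm | reagent = glucose with 1 mM ATP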
SENP8 block-1: SENP8 protease inhibitors, primary screen, biochemical, luminescence | purified SENP8, Z-RLRGG-aminoluciferin cleavage | inhibition, % at 10 µM | 330,000 tested, 1.2% active | AID 2540, 2010; in the data active means inhibition above about 50%
Target sequence (Q96LD8 whole entry, looked up): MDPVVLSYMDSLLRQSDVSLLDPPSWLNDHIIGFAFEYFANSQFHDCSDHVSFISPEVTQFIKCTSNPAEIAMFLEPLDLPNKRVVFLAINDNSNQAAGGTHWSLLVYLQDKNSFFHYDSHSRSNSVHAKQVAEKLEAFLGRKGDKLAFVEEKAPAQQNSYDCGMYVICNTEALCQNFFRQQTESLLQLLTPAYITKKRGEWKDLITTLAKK
SENP8 block-2: human SENP8 protease inhibitors, primary screen, biochemical, fluorescence, Nedd8 protein substrate, uHTS | Sentrin-specific protease 8 (Homo sapiens), Q96LD8 | recombinant SENP8 | inhibition, % at 20 µM | 360,000 tested, 0.64% active | AID 602440, 2012; in the data active means inhibition mostly above about 40%, no sharp cut-off; inactive means mostly below about 27%
PfG6PD inh: PfG6PD enzyme inhibitors, primary screen, biochemical, fluorescence intensity, uHTS; glucose-6-phosphate dehydrogenase-6-phosphogluconolactonase (Plasmodium falciparum 3D7); AID 504690, 2011; 350,000 tested, 0.78% active; inhibition, % at 20 µM; PfGluPho enzyme, NADPH resazurin-diaphorase fluorescence;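 active means inhibition reaching at least a set limit at 20 µM in the primary screen, cut at about 59% in these data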;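 further: 0% = DMSO wells with substrate and 100% = DMSO wells lacking glucose-6-phosphate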
SENP6 inh: SENP6 protease inhibitors, primary screen, biochemical, luminescence, uHTS | Recombinant SENP6 catalytic domain, aminoluciferin luminescence | inhibition, % at 10 µM | 330,000 tested, 1.8% active | AID 2599, 2010;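 active means inhibition above about 50% at the single tested dose, limit read from the data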;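 further: plate controls were DMSO wells with enzyme for no effect and DMSO wells lacking enzyme for full effect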
Apaf-1 inh: inhibitors of human Apaf-1 apoptosome, primary screen, biochemical, DEVD-Rh110 fluorescence, uHTS | Apoptotic protease-activating factor 1 (Homo sapiens), O14727 | reconstituted apoptosome caspase-3 activity | inhibition, % at 20 µM | 330,000 tested, 0.71% active | AID 489030, 2010; active means inhibition of at least 40% at 20 µM;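 further: plate controls were DMSO wells for no effect and DEVD-CHO caspase inhibitor wells for full effect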
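Material: biochemical Apaf-1 apoptosome reconstitution. Medium: Hepes buffer, pH 7.5. Also added: cytochrome c activation, bis-DEVD rhodamine 110 substrate. Timing: 30 min compound preincubation, 50 min activation, room temperature. Measured by: rhodamine 110 fluorescence at Ex 480/Em 540 nm.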
SENP1 inh: human SENP1 catalytic domain inhibitors, primary screen, biochemical, FRET, uHTS | AID 624204, 2012 | inhibition, % at 10 µM | recombinant SENP1 catalytic domain, CyPet-SUMO1-YPet FRET cleavage | Sentrin-specific protease 1 (Homo sapiens), Q9P0U3 | 360,000 tested, 0.21% active;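 active means inhibition at least 30% at 10 µM, raw YFP signal under a set limit, fluorescence ratio 0.5 to 1.5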;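 further: 0% = enzyme with DMSO and 100% = no enzyme wells; some results filed as inactive read as strong as hits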
Target sequence (Q9P0U3 419-644 limits assumed): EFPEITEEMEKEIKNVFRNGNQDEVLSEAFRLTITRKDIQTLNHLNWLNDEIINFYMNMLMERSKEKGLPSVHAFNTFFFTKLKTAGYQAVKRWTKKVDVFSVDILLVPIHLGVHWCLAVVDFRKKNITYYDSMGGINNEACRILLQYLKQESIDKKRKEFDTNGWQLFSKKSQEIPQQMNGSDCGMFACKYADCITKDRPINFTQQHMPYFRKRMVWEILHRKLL
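system = hSENP1 catalytic domain, recombinant | reagent = SFCypet-SUMO1-SFYpet substrate at 25 nM | doses = one dose per compound, 10 µM, 0.5% DMSO | incubation = enzyme reaction for 50 min at room temperature, dark | measured by = FRET, CFP and YFP emission | controls = no-enzyme low, enzyme-DMSO high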
SENP7 inh: SENP7 protease inhibitors, primary screen, biochemical, luminescence, uHTS; recombinant SENP7, Z-RLRGG-aminoluciferin luminescence, 40 min; inhibition, % at 5 µM; 330,000 tested, 1.5% active; AID 434973, 2010;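 active means inhibition above about 50% at the single test dose, limit read from the data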;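 further: plate controls were DMSO with enzyme for no effect and no enzyme buffer wells for full effect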
Target sequence (Q9BQF6 706-1050 limits assumed): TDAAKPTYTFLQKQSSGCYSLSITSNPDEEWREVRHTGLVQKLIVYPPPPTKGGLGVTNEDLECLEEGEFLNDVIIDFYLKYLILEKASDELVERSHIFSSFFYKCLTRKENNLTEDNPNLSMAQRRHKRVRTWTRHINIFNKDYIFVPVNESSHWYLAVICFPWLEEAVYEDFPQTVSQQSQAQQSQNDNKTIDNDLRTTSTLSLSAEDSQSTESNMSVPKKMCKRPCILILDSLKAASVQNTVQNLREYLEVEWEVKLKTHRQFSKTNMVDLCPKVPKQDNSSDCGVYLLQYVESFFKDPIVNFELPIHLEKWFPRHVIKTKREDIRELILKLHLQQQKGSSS
Active calls of the source: *; · = not tested or not shown.

1. Cc1cccc2cc(CN(CCc3ccccc3)C(=O)N3CCOCC3)c3nnnn3c12
2. c1ccc(C(Cc2nc(-c3cccnc3)no2)c2ccccc2)cc1
3. O=C(c1ccccc1Cl)N(C(=O)c1ccccc1Cl)c1nccc(-c2cccs2)n1
4. Cc1cc(C)c2c(C)nn(C3CCCCC3)c2n1
5. CC1CCCN(C(=O)C2(NC(=O)Nc3cccc(F)c3)CCCCC2)C1 (stereo not drawn)
6. CC1=C(C(=O)OC(C)C)C(c2ccc(C)o2)NC(=O)N1 (stereo not drawn)
7. O=Cc1sc(N2CCOCC2)nc1-c1ccccc1
8. CCOC(=O)c1[nH]c(C)c(C(=O)N(C)C)c1C

Screen / compound no.	1	2	3	4	5	6	7	8
HKDC1 inh	-3	-4	8	-8	-4	-5	·	-4
SENP8 block-1	0	2	3	4	-3	-2	7	1
SENP8 block-2	3	9	10	14	4	2	·	9
PfG6PD inh	-15	2	110*	7	9	-7	·	-7
SENP6 inh	-4	-2	-6	-17	3	11	-1	6
Apaf-1 inh	2	9	15	7	-3	-7	-4	-13
SENP1 inh	-2	-7	1	1	3	-6	·	-1
SENP7 inh	4	-3	2	3	6	4	2	12

9. O=C(N1CCN(c2ccccc2F)CC1)C12CC3CC(CC(C3)C1)C2
10. CCCC(=O)NCCCc1nc2ccccc2n1C
11. Cc1cc(N(C)C)c(C#N)c(N2CCCCC2)n1
12. CCOc1ccc(/C(C)=N/NC(=O)C(OC)c2ccccc2)cc1 (stereo not drawn)
13. CC(C)CCNC(=O)C1CCC(CNc2c(N3CCC(C)CC3)c(=O)c2=O)CC1 (stereo not drawn)
14. CCOc1ccc(Cn2c(=O)oc3ccc(C)cc32)cc1OC
15. CC(=O)Nn1cnc2c(c1=O)C1(CCCCC1)Cc1ccccc1-2
16. COc1ccc(S(=O)(=O)N2CCCCC2)cc1NC(=O)C1CSC2(C)CCC(=O)N12 (stereo not drawn)

Screen / compound no.	9	10	11	12	13	14	15	16
HKDC1 inh	2	1	-3	-2	10	2	-2	-1
SENP8 block-1	6	2	0	-3	-1	-2	4	-9
SENP8 block-2	23	15	-50	-14	43*	29	19	13
PfG6PD inh	-6	-6	-2	-11	-12	-22	5	-6
SENP6 inh	-10	-12	-9	-5	-19	2	4	2
Apaf-1 inh	13	0	16	-6	-7	6	7	13
SENP1 inh	2	3	-12	2	3	4	2	1
SENP7 inh	1	1	-7	7	11	6	12	-9

Entries of single compounds, looked up by structure:
Cc1cc(C)c2c(C)nn(C3CCCCC3)c2n1 in the list: HKDC1 inh: -8; SENP8 block-1: 4; SENP8 block-2: 14; PfG6PD inh: 7; SENP6 inh: -17; Apaf-1 inh: 7; SENP1 inh: 1; SENP7 inh: 3
Cc1cccc2cc(CN(CCc3ccccc3)C(=O)N3CCOCC3)c3nnnn3c12 in the list: HKDC1 inh: -3; SENP8 block-1: 0; SENP8 block-2: 3; PfG6PD inh: -15; SENP6 inh: -4; Apaf-1 inh: 2; SENP1 inh: -2; SENP7 inh: 4

(listing goes on)
17. O=C(Nc1nc2c(F)c(F)c(F)cc2s1)c1ccco1
18. Cn1ncc(Cl)c1C(=O)N1CCN(c2ncccn2)CC1
19. COCCCN=Cc1c(-c2ccccc2)[nH]n(-c2nc3ccccc3s2)c1=O
20. Cc1nnc(NC(=O)CSc2n[nH]c(-c3ccccc3C)n2)s1
21. Cn1c(/N=C/c2ccccc2[N+](=O)[O-])nc2ccccc21
22. CCOc1cc(CNCCc2ccc(S(N)(=O)=O)cc2)ccc1OCC(=O)NC(C)(C)C
23. COc1ccc2[nH]cc(CCNC(=O)C3CCCCC3)c2c1
24. OCCn1cnc2c(SCc3ccccc3)ncnc21

Screen / compound no.	17	18	19	20	21	22	23	24
HKDC1 inh	2	2	-6	-5	-4	-2	-8	0
SENP8 block-1	53*	-3	-4	4	8	-4	8	·
SENP8 block-2	-99	-33	31	10	3	16	-51	5
PfG6PD inh	-24	-1	10	-12	6	-5	2	-2
SENP6 inh	68*	3	-10	-27	-41	-23	-21	·
Apaf-1 inh	3	-3	-4	7	1	6	11	·
SENP1 inh	0	-1	-1	3	-3	0	-8	1
SENP7 inh	38	-5	5	-8	2	-9	-4	·

25. CC1CCCCN1C(=O)CCNS(=O)(=O)c1ccc2c(c1)c(=O)n(C)c(=O)n2C (stereo not drawn)
26. CCCOc1ncnc2c1[nH]c1ccc(OC)cc12
27. COc1ccc(CC(=O)NCc2ccccc2)cc1OC
28. CC(=C/c1ccco1)/C=N/N1CCN(c2ccccc2)CC1
29. COc1ccc(-c2cc(=O)oc3cc(OCC(=O)NCc4ccccn4)ccc23)cc1
30. C[C@@H]1O[C@@H]1P(=O)(O)O
31. COc1ccccc1N(C)S(=O)(=O)c1ccc(C(=O)NCC(C)C)cc1
32. CCC(CC)NC(=O)c1cc([N+](=O)[O-])ccc1N1CCOCC1

Screen / compound no.	25	26	27	28	29	30	31	32
HKDC1 inh	-6	3	-5	-1	4	-8	9	-12
SENP8 block-1	-4	63*	-1	92*	-1	1	0	5
SENP8 block-2	9	-396	8	13	23	-1	3	24
PfG6PD inh	9	-1	-1	11	-6	-1	-10	-1
SENP6 inh	-4	77*	-2	97*	-9	15	11	9
Apaf-1 inh	-6	-8	-14	1	1	-8	-3	2
SENP1 inh	1	1	2	-2	-3	1	0	1
SENP7 inh	-2	81*	5	95*	5	14	-1	9

An excerpt from above in order of their number in SENP7 inh, smallest number first.
no.	canonical_smiles	SENP7 inh
25	CC1CCCCN1C(=O)CCNS(=O)(=O)c1ccc2c(c1)c(=O)n(C)c(=O)n2C (stereo not drawn)	-2
29	COc1ccc(-c2cc(=O)oc3cc(OCC(=O)NCc4ccccn4)ccc23)cc1	5
32	CCC(CC)NC(=O)c1cc([N+](=O)[O-])ccc1N1CCOCC1	9
30	C[C@@H]1O[C@@H]1P(=O)(O)O	14
26	CCCOc1ncnc2c1[nH]c1ccc(OC)cc12	81*
28	CC(=C/c1ccco1)/C=N/N1CCN(c2ccccc2)CC1	95*

Following part:
33. Cn1c(NC(=O)C2CCCC2)cc(=O)n(C)c1=O
34. O=C1Nc2ccccc2C12Nc1ccccc1-c1nc3ccccc3n12 (stereo not drawn)
35. Cc1ccc(-n2nc3c(N4CCC(C(=O)NCc5ccc(C)o5)CC4)nnc(C)c3c2C)cc1
36. COc1cc(C(=O)N2CCCCC2)ccc1OCC(=O)Nc1ccc(F)cc1
37. COc1ccc(OC)c(CN2CCN(C(=O)CCC(=O)c3cccs3)CC2)c1
38. COc1cccc(C2CC(c3ccccc3Cl)n3nc(N)nc3N2)c1 (stereo not drawn)
39. c1nc(NCCN2CCOCC2)c2sc3nc(N4CCOCC4)c4c(c3c2n1)CCC4
40. COc1cc2c(cc1OC)C1=C(C#N)CN(C3CCCCC3)CN1CC2

Screen / compound no.	33	34	35	36	37	38	39	40
HKDC1 inh	-3	3	3	-5	-2	11	-2	1
SENP8 block-1	3	-9	0	-2	5	-7	·	11
SENP8 block-2	15	-132	-309	9	-18	-15	-73	-141
PfG6PD inh	0	29	18	3	0	-4	5	-3
SENP6 inh	0	-4	3	-4	-9	-8	·	18
Apaf-1 inh	0	-7	15	-11	3	7	·	6
SENP1 inh	0	3	-20	-2	1	0	-3	-32
SENP7 inh	-10	3	6	-8	-7	-11	·	4

41. CSc1ccc(/C=N/NC(=O)CNc2cccc3ccccc23)cc1
42. O=C(Cc1cccs1)Nc1ccc(-c2nnn(CC(=O)N3CCOCC3)n2)cc1
43. CCOc1ccc2c(c1)c(N=O)c(O)n2C
44. O=C(OCCN1C(=O)c2ccccc2C1=O)C1CCN(S(=O)(=O)c2cccs2)CC1
45. CCc1ccc(NC(=O)CC2S/C(=N/N=C3CCCCCC3)NC2=O)cc1 (stereo not drawn)
46. Cc1cc(C)nc(SCc2ccc(F)cc2)n1
47. CCC(Sc1nc2sc(C(=O)OC)c(C)c2c(=O)n1N)C(=O)NCC1CCCO1 (stereo not drawn)
48. O=C(CSC1=NCCS1)Nc1cccc2ccccc12

Screen / compound no.	41	42	43	44	45	46	47	48
HKDC1 inh	0	-4	0	-8	-3	0	-10	-4
SENP8 block-1	48	4	2	-4	-4	-12	0	-2
SENP8 block-2	-295	·	23	12	1	10	-19	-15
PfG6PD inh	14	4	-6	4	-24	-17	6	9
SENP6 inh	73*	6	7	-2	-13	-18	-6	1
Apaf-1 inh	86*	-21	-8	7	15	-2	-3	-2
SENP1 inh	-40	·	2	3	0	4	-4	2
SENP7 inh	40	8	4	-4	-4	-7	-9	-3

49. CC(C(=O)Nc1ccc(Cl)cc1)c1ncc(C(F)(F)F)cc1Cl (stereo not drawn)
50. CCOC(=O)N1CCN(C(=O)c2oc3ccc(S(=O)(=O)N4CC(C)CC(C)C4)cc3c2C)CC1 (stereo not drawn)
51. CC(C)(O)C(=O)N=Nc1c(O)[nH]c2ccccc12
52. O=C(c1ccc2c(=O)n3c(nc2c1)CCC3)N1CCN(S(=O)(=O)c2ccccc2Br)CC1
53. CCc1ccccc1NC(=O)Cn1nnc(C(=O)NCc2cccc(OC)c2)c1N
54. CC(C)CN=CC1=C(O)c2ccccc2C1=O

Screen / compound no.	49	50	51	52	53	54
HKDC1 inh	-17	4	-7	-1	1	2
SENP8 block-1	-13	-3	-4	·	-4	15
SENP8 block-2	18	3	17	11	24	-15
PfG6PD inh	8	-4	8	-5	-2	4
SENP6 inh	-13	2	-16	·	-13	21
Apaf-1 inh	-10	29	-5	·	-10	-11
SENP1 inh	3	0	2	-1	1	4
SENP7 inh	-8	1	1	·	3	45
